CHRM5 agonist – human M5 muscarinic receptor agonists, primary screen, CHO-K1 cells, Fluo-8 calcium fluorescence; Muscarinic acetylcholine receptor M5 (Homo sapiens), P08912; CHO-K1 hM5 cells; 0% DMSO wells, 100% maximal acetylcholine response; activation, % at 3 µM; 360,000 compounds, 0.19% hits;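 active = activation above the run's mean over test compounds plus 3 SD, cut at about 23% in these data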;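 note: signal is peak over basal fluorescence ratio across the kinetic read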
Target sequence (P08912 whole entry, looked up): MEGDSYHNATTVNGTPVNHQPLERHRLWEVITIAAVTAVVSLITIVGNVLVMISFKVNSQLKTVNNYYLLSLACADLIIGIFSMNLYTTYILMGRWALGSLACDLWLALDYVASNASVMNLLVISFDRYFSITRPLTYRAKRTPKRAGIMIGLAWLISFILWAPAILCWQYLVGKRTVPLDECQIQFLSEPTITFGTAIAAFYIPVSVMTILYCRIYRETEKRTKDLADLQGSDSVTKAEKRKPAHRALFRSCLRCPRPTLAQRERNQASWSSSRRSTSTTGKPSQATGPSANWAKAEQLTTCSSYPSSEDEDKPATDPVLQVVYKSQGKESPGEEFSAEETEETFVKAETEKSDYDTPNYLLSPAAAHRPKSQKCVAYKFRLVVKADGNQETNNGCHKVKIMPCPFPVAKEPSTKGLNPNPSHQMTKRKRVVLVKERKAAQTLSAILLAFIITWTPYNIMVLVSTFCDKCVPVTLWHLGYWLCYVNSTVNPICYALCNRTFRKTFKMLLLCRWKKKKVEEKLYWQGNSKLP
CHRM4 PAM – human M4 muscarinic receptor positive allosteric modulators, primary screen, CHO-K1 cells, Fluo-8 calcium fluorescence; AID 624126, 2012; CHO-K1 hM4/Gqi5, ACh EC20; 0% = ACh EC20, 100% = maximal ACh; Muscarinic acetylcholine receptor M4 (Homo sapiens), P08173; activation, % at 3 µM; 360,000 compounds, 0.4% hits;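 active = activation above its plate's cutoff, the mean activation of sample wells plus 3 SD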; note: some results filed as inactive read as strong as hits
Target sequence (P08173 whole entry, looked up): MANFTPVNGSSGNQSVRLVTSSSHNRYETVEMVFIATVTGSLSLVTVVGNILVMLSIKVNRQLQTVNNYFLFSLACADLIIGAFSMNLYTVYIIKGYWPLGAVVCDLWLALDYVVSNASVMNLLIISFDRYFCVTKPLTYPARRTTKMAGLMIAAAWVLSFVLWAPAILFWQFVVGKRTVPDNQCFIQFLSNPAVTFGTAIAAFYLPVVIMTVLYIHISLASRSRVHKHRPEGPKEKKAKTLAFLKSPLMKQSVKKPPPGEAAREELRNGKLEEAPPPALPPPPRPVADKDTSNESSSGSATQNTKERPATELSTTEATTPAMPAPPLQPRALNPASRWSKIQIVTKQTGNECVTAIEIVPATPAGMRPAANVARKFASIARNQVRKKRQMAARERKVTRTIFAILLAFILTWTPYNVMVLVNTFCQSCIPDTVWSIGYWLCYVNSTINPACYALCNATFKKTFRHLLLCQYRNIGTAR
M1 PAM – human M1 muscarinic receptor positive allosteric modulators, primary screen, CHO-K1 cells, Fluo-8 calcium fluorescence, 1536-well | 360,000 compounds, 0.088% hits | Muscarinic acetylcholine receptor M1 (Homo sapiens), P11229 | CHO-K1 hM1, ACh EC20; 0% = ACh EC20, 100% = maximal ACh | activation, % at 3 µM | AID 588819, 2011; in the data active = activation above about 19%, passing the limit was not always enough
M4 ag – human M4 muscarinic receptor agonists, primary screen, CHO-K1 cells, Fluo-8 calcium fluorescence; CHO-K1 hM4/Gqi5; vehicle 0%, full acetylcholine response 100%; activation, % at 3 µM; 360,000 compounds, 0.14% hits; AID 624127, 2012;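 active = activation above the run mean over all test wells plus 3 SD, cut at about 32% in these data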;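 note: peak over basal fluorescence ratio per well then scaled between controls; 0% = DMSO wells and 100% = acetylcholine at EC100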
CHRM4 antagonist – human M4 muscarinic receptor antagonists, primary screen, CHO cells, Fluo-8 calcium fluorescence; 360,000 compounds, 0.73% hits; inhibition, % at 3 µM; Muscarinic acetylcholine receptor M4 (Homo sapiens), P08173; CHO-hM4 cells, ACh EC80; AID 624125, 2012;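 active = inhibition above its plate's cutoff, the mean inhibition of sample wells plus 3 SD, cut at about 27% in these data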;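 note: 0% = acetylcholine EC80 with DMSO and 100% = DMSO without agonist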
CRFR2-BP antag – antagonists of CRF-BP/CRF-R2 complex, primary screen, cell-based, HEK293, calcium dye fluorescence, uHTS. AID 588475, 2011. CRF-induced calcium fluorescence. 350,000 compounds, 0.59% hits. inhibition, % at 11.8 µM;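 active = inhibition of the ligand-induced calcium signal above about 50% at the single tested concentration, limit read from the data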
CRFBP-R2 agonist – agonists of CRF-BP/CRF-R2 complex, primary screen, cell-based, HEK293, calcium dye fluorescence, uHTS | 350,000 compounds, 0.46% hits | CRF-binding protein / CRF receptor 2 complex (human) | activation, % at 13.2 µM | AID 588473, 2011 | calcium dye fluorescence (FLIPR); percent of saturating CRF peptide response;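 active = activation of at least 50%, plus an integration ratio under a set limit after plate pattern correction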;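 note: plate controls were neutral control wells without compound for no effect and CRF at EC100 for full effect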
CHRM5 PAM – human M5 muscarinic receptor positive allosteric modulators, primary screen, CHO-K1 cells, Fluo-8 calcium fluorescence | AID 624038, 2012 | Muscarinic acetylcholine receptor M5 (Homo sapiens), P08912 | activation, % at 3 µM | 360,000 compounds, 0.3% hits | CHO-K1 hM5, ACh EC20 PAM; 0% = ACh EC20, 100% = ACh EC100;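 active = activation above the run cutoff, the mean activation of all test compounds plus 3 SD, cut at about 18% in these data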
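Test system: CHO-K1 hM5 cells / Doses: single-point, 3 µM nominal / Times: Post-acetylcholine fluorescence recording 140 s / Technique: Fluo-8 calcium fluorescence / Measure: Max/basal fluorescence ratio as % of EC20–EC100 ACh window / Benchmarks: low control EC20 acetylcholine (0%), high control EC100 acetylcholine (100%) / Replicates: one well per compound, no replicates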
M5 antag – human M5 muscarinic receptor antagonists, primary screen, CHO cells, Fluo-8 calcium fluorescence | Muscarinic acetylcholine receptor M5 (Homo sapiens), P08912 | CHO-hM5 cells, ACh EC80 | inhibition, % at 3 µM | 360,000 compounds, 0.59% hits | AID 624040, 2012;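 active = inhibition above a per-plate cutoff, the mean of that plate's test compounds plus 3 SD, cut at about 27% in these data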;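 note: 0% = acetylcholine EC80 with DMSO and 100% = DMSO without agonist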
Starred values were filed as active, the others as inactive; nt = not tested or not shown.

SMILES | CHRM5 agonist | CHRM4 PAM | M1 PAM | M4 ag | CHRM4 antagonist | CRFR2-BP antag | CRFBP-R2 agonist | CHRM5 PAM | M5 antag
O=[N+]([O-])c1cccc(C([O-])=C(C(=S)Nc2cccc3ccccc23)[n+]2ccccc2)c1 | -8.8 | -6.4 | -7.2 | 0.0 | 6.0 | 7.5 | 0.4 | -6.0 | 2.0
O=C(Oc1ccccc1F)c1ccc2c(=O)n3c(nc2c1)CCC3 | 6.4 | -0.3 | -0.5 | 3.0 | 9.8 | 99.4* | 5.9 | 0.1 | -6.1
COc1ccccc1N(CC(=O)NC1CCCC1)C(=O)C1(C)CC(=O)N=C2C=CC(C)=CN21 (configuration not stated) | -0.3 | 3.5 | 3.2 | 0.0 | 0.8 | 1.1 | -0.5 | 2.1 | 2.9
O=S(=O)(c1cccc(C(F)(F)F)c1)N1CCN(c2cnccn2)CC1 | -1.5 | 2.5 | 1.5 | 0.6 | -4.6 | -2.1 | -0.3 | 2.4 | 7.5
CCCCN1C(=O)CC(N2CCOCC2)C1=O (configuration not stated) | -2.6 | 0.6 | 1.9 | 0.5 | -6.1 | -4.7 | 4.2 | 1.7 | -2.7
CCS(=O)(=O)N1CCC(C(=O)Nc2ccc3c(c2)CCC3)CC1 | -0.2 | -4.3 | -0.3 | 2.1 | -3.7 | -1.8 | -0.8 | 2.6 | 1.7
O=C1CCCN1CCC12CC3CC(CC(C3)C1)C2 | 1.3 | -1.0 | -1.5 | -0.3 | 6.6 | 11.4 | -1.2 | -3.4 | 6.2
Cc1cc(N/N=C/c2c[nH]c3ccccc23)c2ccccc2n1 | -3.1 | 0.2 | 9.5 | 0.3 | 3.9 | 9.8 | -1.3 | 7.0 | 11.9
Cc1onc(-c2ccccc2Cl)c1C(=O)NC(=S)NCC(=O)c1ccccc1 | -0.5 | 3.7 | -8.9 | 1.2 | -2.8 | -9.8 | -1.1 | -3.2 | -10.3
O=S(=O)(Nc1ccccc1Cl)c1cccc2nsnc12 | -10.8 | -2.4 | 15.5 | nt | -13.2 | 6.7 | -0.6 | -7.3 | 17.3
CC1CCCCC1NC(=O)COn1nnc2ccc(Cl)cc21 (configuration not stated) | -2.8 | -0.8 | 8.1 | -0.5 | -4.3 | -2.5 | -2.7 | 0.1 | -1.9
c1ccc(CCCCNCC2COc3ccccc3O2)cc1 (configuration not stated) | -4.4 | -7.2 | -6.9 | 1.9 | -7.4 | -3.7 | -0.2 | 2.5 | -5.8
COc1ccc(CSc2nc(CSC)cc(N3CCOCC3)n2)cc1 | -5.2 | 3.7 | -4.0 | 1.4 | -10.6 | 2.3 | 0.1 | -4.0 | -11.2
N#C/C(=C\c1ccccc1OCc1ccc(C(=O)O)cc1)c1ccccc1 | -0.8 | 0.9 | 6.7 | 1.3 | 1.5 | 0.3 | 0.2 | -3.8 | 5.4
COc1ccc(N(C(=O)CNC(=O)c2ccco2)C(C(=O)NCC2CCCO2)c2ccc(OC)c(OC)c2)cc1 (configuration not stated) | -2.0 | 5.2 | 0.3 | -0.1 | -12.2 | -12.5 | -1.7 | 3.1 | 4.1

Part of the list above, with two lines to a compound:
Values run as follows: CHRM5 agonist	CHRM4 PAM	M1 PAM	M4 ag	CHRM4 antagonist	CRFR2-BP antag	CRFBP-R2 agonist	CHRM5 PAM	M5 antag
CCCCN1C(=O)CC(N2CCOCC2)C1=O (configuration not stated)
→ -2.6	0.6	1.9	0.5	-6.1	-4.7	4.2	1.7	-2.7
CCS(=O)(=O)N1CCC(C(=O)Nc2ccc3c(c2)CCC3)CC1
→ -0.2	-4.3	-0.3	2.1	-3.7	-1.8	-0.8	2.6	1.7

Next results
SMILES | CHRM5 agonist | CHRM4 PAM | M1 PAM | M4 ag | CHRM4 antagonist | CRFR2-BP antag | CRFBP-R2 agonist | CHRM5 PAM | M5 antag
COC(=O)c1ccc(NC(=S)NCCc2cccc(C)c2)cc1 | 2.9 | -18.8 | -6.8 | 14.1 | 23.7 | -13.5 | 0.8 | -19.4 | 27.8*
CNC(=S)N(Cc1ccc(Cl)cc1)Cc1cccs1 | -9.2 | -10.0 | -1.1 | 1.6 | -0.6 | -12.7 | 4.4 | -4.4 | 5.8
CCOC(=O)N1CCN(C(=O)CN(C)S(=O)(=O)c2ccc(OCC)cc2)CC1 | -2.8 | -3.9 | 10.7 | -0.9 | -9.9 | 1.4 | -1.8 | -0.5 | 9.8
Cc1cc(NC(=O)c2ccc3c(c2)C(=O)N(CCC(C)C)C3=O)no1 | -0.4 | -0.7 | 0.0 | 0.1 | -3.0 | -14.3 | -0.9 | -1.2 | 1.7
Cc1c(C(=O)N2CCN(c3ccc([N+](=O)[O-])cc3)CC2)sc2ncn(CC(=O)N3CCOCC3)c(=O)c12 | -2.3 | -0.6 | 0.6 | -1.2 | -3.8 | 13.0 | 4.0 | -3.4 | 4.1
COc1ccc(/C(=N/OC(C)=O)c2nccc3cc(OC)c(OC)cc23)cc1OC | 4.6 | 9.3 | 3.9 | 1.6 | 12.7 | 1.6 | -0.8 | -3.9 | 7.2
O=C(CSc1nc(-c2ccccc2)c(-c2ccccc2)[nH]1)N1CCN(S(=O)(=O)c2ccccc2)CC1 | -1.6 | -11.4 | 3.5 | 2.0 | 3.0 | 5.7 | 3.8 | -3.8 | 1.2
O=C(Nc1cccnc1)c1cccs1 | -0.1 | -5.7 | -8.3 | -0.1 | 13.5 | 7.2 | -3.5 | -5.3 | -0.4
COc1nc(=O)n(C2OC(CO)C(O)C2O)cc1C (configuration not stated) | 2.4 | -1.1 | 1.2 | 0.4 | 1.6 | 24.7 | 1.5 | -8.9 | 2.5
CCN(CC(=O)NC1CCS(=O)(=O)C1)C(C)C(=O)Nc1ccc(F)cc1 (configuration not stated) | -0.3 | 11.1 | 9.5 | 1.5 | -14.9 | 7.0 | 0.7 | 6.7 | 0.7
CCOC(=O)c1sc2nc(C)nc(NCc3cccnc3)c2c1C | 3.9 | -2.6 | -5.4 | 0.8 | 7.1 | 6.0 | 1.3 | -2.5 | 8.1
COc1ccc(CCNC(=O)c2c(C)nc3ccccn23)cc1 | 3.0 | -0.1 | 4.5 | 3.9 | -7.8 | -3.9 | 0.7 | -4.8 | 8.8
Cc1cccc(-c2ccc3c(c2)C2CC3CCN2)c1 (configuration not stated) | -2.0 | -5.1 | -27.1 | 7.1 | -8.1 | -8.0 | -0.2 | -8.0 | 1.7
OCCN(Cc1ccccc1)Cc1ccc(C(F)(F)F)cc1 | -2.4 | -5.3 | 0.2 | -1.9 | 7.9 | 2.4 | 1.0 | 5.4 | -6.9
CCOc1ccccc1N(CC(=O)Nc1c(C)n(C)n(-c2ccccc2)c1=O)S(=O)(=O)c1ccccc1 | -2.6 | -4.1 | 8.8 | 0.4 | -4.3 | 18.0 | -1.3 | 3.3 | -4.6
CC(=O)Nc1ncnc2c1c(-c1ccc(Cl)cc1)nn2C(C)(C)C | -5.4 | -2.1 | 3.7 | -1.2 | 6.9 | -32.4 | -1.4 | 1.0 | 8.0
O=C1C=CN(C(=O)Oc2ccccc2)CC1 | -0.2 | -8.0 | 1.2 | -0.2 | 10.4 | 5.3 | -0.8 | -2.2 | 8.3
CN(CCOc1ccc(Cl)cc1)C(=O)CNS(=O)(=O)c1ccc(N(C)C)c([N+](=O)[O-])c1 | 0.7 | -5.3 | -2.3 | 20.5 | -7.2 | -6.2 | 0.1 | -8.8 | 1.4
COc1ccc(-c2cc(C(F)(F)F)nc(SCC(=O)Nc3ccc4c(c3)OCO4)n2)cc1 | -0.3 | 1.8 | 2.1 | -0.1 | 4.0 | 22.0 | -0.1 | 4.9 | 2.3
O=S(=O)(Cc1ccccc1)NCC1CCCN(Cc2ccc(F)c(F)c2)C1 (configuration not stated) | -1.3 | -2.2 | -0.1 | 1.0 | -11.0 | 9.1 | -1.0 | 0.3 | 7.1
O=C(CSc1nnc(-c2cccs2)n1CC1CCCO1)c1cc2ccccc2o1 (configuration not stated) | -2.4 | -1.5 | 1.8 | 5.4 | -4.5 | -15.4 | 1.9 | -3.9 | 2.8
CCCNC(=O)C1(C)CCCN(Cc2cccc3ccccc23)C1 (configuration not stated) | -2.0 | 4.0 | 5.3 | -0.8 | -16.1 | nt | nt | -0.1 | -6.8
COc1ccc(-n2ncc3c(NC(C)C)ncnc32)cc1 | 4.1 | 2.3 | 3.2 | 3.9 | -2.0 | -3.0 | -0.7 | -0.8 | -3.0
O=C(c1ccc(C(F)(F)F)cc1)C1CCCN(C(=O)c2csnn2)C1 (configuration not stated) | 2.7 | 5.9 | 0.0 | 5.3 | -15.7 | -11.0 | 0.6 | 0.8 | -5.2
Cc1cc([N+](=O)[O-])ccc1NCc1ccccc1 | -6.5 | -15.4 | -10.6 | 11.1 | 16.4 | 113.7* | 1.3 | -20.6 | 11.9
CCn1c(NC(=O)c2ccc(F)cc2)c2ccccc2nc1=O | -4.9 | -0.1 | 3.7 | -0.5 | -2.3 | 1.7 | -2.4 | 0.3 | 0.5
CC(C)=CCN1CCN(Cc2cnc(-c3ccccc3)s2)CC1CCO (configuration not stated) | -10.3 | -11.8 | -0.4 | 1.0 | -5.5 | 2.6 | 1.9 | 1.4 | -3.4
CCN(CC)C(=O)c1cccc(-c2csc(C(NC(C)=O)c3cccc(OC)c3)n2)c1 (configuration not stated) | -1.0 | -4.3 | -11.3 | 2.5 | 9.5 | nt | nt | -7.5 | 4.2
COc1cc(Br)c(Br)c(Br)c1N | -7.1 | 3.8 | 3.9 | -1.7 | -2.1 | 15.5 | 0.2 | 4.0 | 0.6
CCN1CCN(c2ccc(S(=O)(=O)N3CCOCC3)cc2NC(=O)C2CCC(C(C)(C)C)CC2)CC1 (configuration not stated) | 3.7 | -3.7 | 1.6 | 1.8 | 2.6 | -13.8 | 0.0 | -2.3 | 1.7
Cc1cc(N=Cc2cc(Br)ccc2O)no1 | -3.7 | -4.8 | 1.9 | 0.5 | 2.7 | 4.8 | 2.1 | -5.4 | 0.7
CCN(CCCNC(=O)CCc1nc(-c2ccc(C)cc2)no1)c1cccc(C)c1 | -2.7 | -2.5 | -5.3 | 1.0 | -0.8 | 3.9 | -2.8 | -3.1 | 2.5
CC1(C(=O)NS(=O)(=O)c2cccc(Cl)c2)CCN1C(=O)Cc1ccsc1 (configuration not stated) | 0.1 | 4.1 | 6.5 | 0.3 | -3.3 | nt | nt | -5.4 | -2.1

With a hit mark in CRFR2-BP antag, of those listed so far:
SMILES | CHRM5 agonist | CHRM4 PAM | M1 PAM | M4 ag | CHRM4 antagonist | CRFR2-BP antag | CRFBP-R2 agonist | CHRM5 PAM | M5 antag
O=C(Oc1ccccc1F)c1ccc2c(=O)n3c(nc2c1)CCC3 | 6.4 | -0.3 | -0.5 | 3.0 | 9.8 | 99.4* | 5.9 | 0.1 | -6.1
Cc1cc([N+](=O)[O-])ccc1NCc1ccccc1 | -6.5 | -15.4 | -10.6 | 11.1 | 16.4 | 113.7* | 1.3 | -20.6 | 11.9

Source: PubChem BioAssay (several laboratories)
